# Bioassay records: PubChem BioAssay, several laboratories
# IL1B cytotox – cytotoxicity in IL-1B stimulated HUVEC, primary screen, cytotoxicity control for IL-1B NFkB translocation project, imaging, Hoechst nuclear count, IL-1B stimulus. HUVEC cell count loss. cell count reduction, % at 2 µM. 94,000 tested, 0.41% active. AID 845, 2007;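 active = cell count reduction more than 3 SD above the screen-wide mean, cut at about 70% in these data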;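 also: normalized per plate to untreated control cells as the no-loss baseline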
# CYP2C9 act – human CYP2C9 activators, primary screen, biochemical, luminescence; Cytochrome P450 2C9 (Homo sapiens), P11712; activation factor at 5 µM; recombinant CYP2C9, luciferin-H conversion; hits give high values; factor 1 = untreated enzyme, 0 = blocked; 96,000 tested, 1.4% active;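 active = activation factor of 2 or more for CYP2C9 at a 5 µM dose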;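 also: 0 = sulfaphenazole-blocked wells and 1 = vehicle-only wells; values of inactives mirror those of a sister screen read the other way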
# Target sequence (P11712 whole entry, looked up): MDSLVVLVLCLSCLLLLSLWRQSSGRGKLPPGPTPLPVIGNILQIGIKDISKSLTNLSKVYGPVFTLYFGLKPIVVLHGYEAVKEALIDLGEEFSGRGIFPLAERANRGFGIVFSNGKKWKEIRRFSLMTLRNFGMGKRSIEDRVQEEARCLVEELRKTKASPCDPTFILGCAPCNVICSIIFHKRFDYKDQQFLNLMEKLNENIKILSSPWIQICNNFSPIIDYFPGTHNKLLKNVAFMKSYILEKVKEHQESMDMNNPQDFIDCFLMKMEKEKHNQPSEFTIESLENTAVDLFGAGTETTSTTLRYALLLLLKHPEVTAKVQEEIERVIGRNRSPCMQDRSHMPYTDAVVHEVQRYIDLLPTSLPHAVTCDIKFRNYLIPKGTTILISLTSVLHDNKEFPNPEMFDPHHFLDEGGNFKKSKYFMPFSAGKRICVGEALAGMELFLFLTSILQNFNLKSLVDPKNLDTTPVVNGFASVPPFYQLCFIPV
# Candida biofilm – clotrimazole potentiators killing Candida biofilms, primary screen, with clotrimazole, Alamar Blue | C. albicans biofilm + clotrimazole | inhibition, % at 6 µM | 85,000 tested, 0.14% active | AID 834, 2007;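 active = inhibition above 20%; inactive = inhibition below 20%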;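 also: preformed 24 hr biofilms exposed to compound for 48 hr; 0% = biofilm without compound and 100% = blank killed by clotrimazole plus chlorhexidine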
# CYP2C19 act – human CYP2C19 activators, primary screen, biochemical, luminescence. 96,000 tested, under 10 active. Cytochrome P450 2C19 (Homo sapiens), P33261. recombinant CYP2C19, luciferin-H EGE luminescence; hits give high values; 0 = fully inhibited enzyme, 1 = untreated enzyme. activation factor at 5 µM;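 active = activation factor of at least 2 at 5 µM in the primary screen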;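 also: 0 = wells with 2.5 mM tranylcypromine and 1 = vehicle-only wells; values of inactives mirror those of a sister screen read the other way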
# Target sequence (P33261 whole entry, looked up): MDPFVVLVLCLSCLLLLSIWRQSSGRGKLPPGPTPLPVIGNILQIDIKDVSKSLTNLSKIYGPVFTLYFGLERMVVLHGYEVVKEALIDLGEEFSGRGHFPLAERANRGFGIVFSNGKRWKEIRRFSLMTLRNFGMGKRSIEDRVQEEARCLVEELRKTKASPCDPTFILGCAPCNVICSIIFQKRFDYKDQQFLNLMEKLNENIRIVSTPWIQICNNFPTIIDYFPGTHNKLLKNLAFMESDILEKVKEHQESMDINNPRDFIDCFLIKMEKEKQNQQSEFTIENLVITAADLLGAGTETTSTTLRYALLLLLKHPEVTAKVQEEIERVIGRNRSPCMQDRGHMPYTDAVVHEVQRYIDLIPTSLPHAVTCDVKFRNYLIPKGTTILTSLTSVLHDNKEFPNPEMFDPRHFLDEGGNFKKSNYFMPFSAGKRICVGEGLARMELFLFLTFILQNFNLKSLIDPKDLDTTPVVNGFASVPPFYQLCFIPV
# CYP2C9 inh – blockers of cytochrome P450 2C9 activity – biochemical, luminescence, ADME assay, primary screen. CYP2C9 Supersomes, luciferin-H conversion. P11712. 96,000 tested, 20% active. inhibition, % at 5 µM;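 active = blocking of liver enzyme CYP2C9 beyond about 50% at 5 µM, limit read from the data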; also: values of inactives mirror those of a sister screen read the other way
# VCAM1 TNFa inh – inhibitors of TNFa-induced VCAM1 expression, primary screen, imaging, HUVEC, TNFa stimulus, immunofluorescence; HUVEC TNFa-induced VCAM-1 immunofluorescence, high-content imaging; inhibition, % at 2 µM; 95,000 tested, 0.48% active; AID 802, 2007;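 active = inhibition above the batch mean plus 3 SD, with images confirmed as a hit by eye, cut at about 37% in these data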;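 also: 0% = TNF-stimulated DMSO wells and 100% = unstimulated control wells; not every result past the cut was called active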
# HUVEC tox TNFa – cytotoxicity in TNFa-stimulated HUVEC, primary screen, cytotoxicity control for VCAM1 expression modulator project, imaging, Hoechst nuclei count | HUVEC TNFalpha-stimulated, Hoechst cell count | cell count reduction, % at 2 µM | 93,000 tested, 0.17% active;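 active = cell count reduction exceeding the screen mean by over 5 SD, scaled to untreated wells per plate, cut at about 78% in these data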;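 also: cells counted after 24 h of TNF alpha exposure following the 1 h pretreatment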
# hDAT+cocaine – changed hDAT dopamine uptake under cocaine IC80, either direction, primary screen, cocaine antagonist project, cell-based, LLC-PK1 hDAT, [14C]-dopamine uptake, MLSMR. LLC-PK1 hDAT cells, [14C]-dopamine uptake with cocaine IC80; actives deviate in either direction. 110,000 tested, 1.3% active. Sodium-dependent dopamine transporter (Homo sapiens), Q01959. B-score at 10 µM;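 active = Z score or B-score, a plate-position-corrected score, falls beyond the plate's 99.7% confidence bounds, in either direction; inactive = both scores lie inside the 99.7% bounds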;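 also: scored against the spread of the other compound wells on the same plate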
# CYP2C19 inh – blockers of cytochrome P450 2C19 activity – biochemical, luminescence, ADME assay, primary screen; inhibition, % at 5 µM; P33261; CYP2C19 Supersomes, luciferin-H EGE luminescence, 30 min; 96,000 tested, 21% active;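 active = CYP2C19 inhibition above a set limit at 5 µM in the primary screen, cut at about 50% in these data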;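 also: plate controls were negative control wells for no effect and 2.5 mM tranylcypromine positive control for full effect; values of inactives mirror those of a sister screen read the other way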
# Starred values were filed as active, the others as inactive; · = no result given; & = joins results of further samples. No enrichment for hits, and some 29% of all compounds hit somewhere here.
SMILES,IL1B cytotox,CYP2C9 act,Candida biofilm,CYP2C19 act,CYP2C9 inh,VCAM1 TNFa inh,HUVEC tox TNFa,hDAT+cocaine,CYP2C19 inh
COc1ccccc1S(=O)(=O)Cc1ccc(C(=O)N2CCN(c3cccc(Cl)c3)CC2)o1,-12,0.6,-4,0.5,37,-1,-15,0.99&0.35,53*
CCCNC(=O)c1ccc(CN2CCc3ccccc3C2)cc1,4,·,2,·,·,-9,-13,1.4,·
CCOc1cccc(-c2nn3c(-c4cc(C)[nH]n4)nnc3s2)c1,-28,0.8,-3,0.9,17,-5,-13,0.74,10
FC(F)(F)c1nnc2ccc(N3CCCC3)nn12,·,0.7,-2,0.8,30,-10,-4,-0.3,25
Cn1c(SCC(=O)N2CCN(c3ccccc3)CC2)nnc1-c1cc2ccccc2o1,-6,0.9,7,1,14,2,3,0.91,2
CN1C(=O)c2ccccc2N(C)C1c1cccs1 (stereo unspecified),4,1,9,0.9,2,-1,-39,-0.55,9
CC1=CCC2C(=O)N(c3cccc(C(=O)N(C)C4CCCCC4)c3)C(=O)C2C1 (stereo unspecified),4,0.6,7,0.7,41,0,-2,0.57,34
O=c1cc(CO)oc(CN2CCN(Cc3ccccc3)CC2)c1O,13,1.1,0,1,-7,4,-2,1.2,0
CCCCC(=O)Nc1ccc(NC(=O)c2cccs2)cn1,-13,·,7,·,·,12,-16,0.67,·
CCOC(=O)CC1C(=O)NCCN1C(=O)c1ccc(F)cc1F (stereo unspecified),1,1.2,6,1.1,-19,19,0,-3.4*,-13
COc1ccccc1NC(=O)N1CCCC1C(=O)NCc1ccccc1F (stereo unspecified),2,1.3,-2,0.7,-26,·,·,0.074,30
COc1ccc(N2C(=O)C(CC(=O)O)S/C2=C\C(C)=O)cc1 (stereo unspecified),·,1.2,13,1.1,-17,·,·,0.3,-7
CN(C1CCCCC1)S(=O)(=O)c1ccccc1,-35,0.9,7,0.5,14,15,-3,-0.59,49
Cc1ccc(-c2cc(-c3ccccc3)c3c(N)c(S(C)(=O)=O)sc3n2)cc1,-64,0.4,0,0.7,58*,-26,3,0.73,29
O=C(COc1cccc2ccccc12)Nc1nc2ccccc2[nH]1,-14,1.6,7,0.9,-59,11,-40,0.38,12
CCOC(=O)C1CCN(S(=O)(=O)c2cccc(-c3cn4ccccc4n3)c2)CC1,-13,0.6,1,0.7,38,24,-12,1.7,32
O=C(NCCN1CCOCC1)C1CCN(c2ncnc3c2sc2cccc(F)c23)CC1,-11,0.8,·,0.9,22,20,-22,0.63,11
CCCCCn1c(CN2CCN(C(=O)OCC)CC2)nc2c1c(=O)n(C)c(=O)n2C,-4,·,-3,·,·,15,-20,1.3,·
COc1ccc(-c2noc(CSc3nc(-c4ccccc4)cc(=O)[nH]3)n2)cc1OC,-14,0.4,-2,0.6,60*,8,-20,0.14,44
CCC(=O)NCCc1nc2cc(NC(=O)c3ccccc3OC)ccc2n1C,-4,1.1,7,1,-8,-8,-4,0.8,-1
O=C(Nc1nnc(-c2ccco2)s1)C1CC1,48,0.9,5,0.9,8,3,-7,0.6,9
COc1cccc(C2CC(c3cccs3)=NN2C(=S)Nc2ccccc2)c1OC (stereo unspecified),18,0.6,·,0.8,43,-11,-18,1.4,24
COc1cccc(NC(=S)NNC(=O)C(C)n2nc(C)c([N+](=O)[O-])c2C)c1 (stereo unspecified),-16,0.6,·,1,39,11,4,-1.1,2
COc1ccc(CSc2nc(N3CCOCC3)c3c(c2C#N)CC(C)(C)OC3)cc1,32,·,0,·,·,-8,-3,-0.17,·
C/C(CCc1ccc2c(c1)OCO2)=N\N=C(/N)SC1CC(=O)N(c2ccccc2F)C1=O (stereo unspecified),15,0.3,·,0.8,74*,34,56,-0.02,21
COCCn1c(=O)[nH]c2cc(C(=O)NC3CCCCCC3)ccc2c1=O,·,1,3,0.8,-2,·,·,0.085,25
COc1ccc(C2=C(N)c3ccccc3C2=O)cc1,9,0.8,6,0.6,21,-4,-26,-1.1,36
COc1ccc(C2C(=O)N(C3CCCCC3)CC(=O)N2CCc2ccccc2)cc1OC (stereo unspecified),-1,0.7,4,0.9,26,13,-24,-0.14,7
Cc1cccc(C)c1NC(=O)CC1SC2=NCCN2C1=O (stereo unspecified),12,1,·,1,0,-2,-13,1.5,2
CCCn1c(=O)[nH]c(=O)c2c1nc(-c1ccc(OC(F)(F)C(F)C(F)(F)F)cc1)n2CCOC (stereo unspecified),12,0.8,1,1.1,16,1,12,0.7,-8

# Taken from above:
# Under CYP2C9 inh, `C/C(CCc1ccc2c(c1)OCO2)=N\N=C(/N)SC1CC(=O)N(c2ccccc2F)C1=O` (stereo unspecified) is entered as 74*
# Under HUVEC tox TNFa, `COc1cccc(C2CC(c3cccs3)=NN2C(=S)Nc2ccccc2)c1OC` (stereo unspecified) is entered as -18

# Following part
SMILES,IL1B cytotox,CYP2C9 act,Candida biofilm,CYP2C19 act,CYP2C9 inh,VCAM1 TNFa inh,HUVEC tox TNFa,hDAT+cocaine,CYP2C19 inh
O=C(CCCSc1nnc(-c2cccs2)n1CC1CCCO1)c1ccccc1 (stereo unspecified),-7,0.3,7,0.3,69*,-7,-19,1.5,73*
O=C(NC12CC3CC(CC(C3)C1)C2)N1CCC(n2nnc3ccccc32)CC1,·,0.9,6,0.2,6,·,·,0.045,78*
CCOc1ccccc1-n1c(SCC(N)=O)nc2ccccc2c1=O,-6,0.6,3,0.4,43,-18,-40,1.6,59*
COc1cccc(N=c2oc3ccc(OC)cc3cc2-c2nc3ccccc3[nH]2)c1,-2,0.9,·,1.1,12,25,-6,-0.78,-14
CCOC(=O)Cc1c(C)nc2cc(-c3ccc(Cl)cc3)[nH]n2c1=O,-41,1,8,1,2,-6,-15,0.13,-3
CCOc1ccccc1/C=N/Nc1ccccc1[N+](=O)[O-],-79,1,·,1.1,4,59*,22,-0.35,-10
Cc1cc(=O)oc(C)c1C(=O)n1nc(C)c2c1C[C@@H]1[C@H]2C1(C)C,·,0.4,3,0.7,62*,·,·,0.33,31
COc1cc(NS(=O)(=O)c2ccc(N/C=C\C(=O)c3ccc(C)cc3)cc2)nc(OC)n1,7,·,·,·,·,26,-7,-0.0015,·
Cc1nnc(SCC(=O)N2CC(=O)Nc3ccccc32)n1Cc1ccccc1,16,1.1,-1,1.1,-13,-14,-4,0.31,-9
O=C(CC1(O)C(=O)N(C/C=C/c2ccccc2)c2ccccc21)c1ccccn1 (stereo unspecified),·,0.2,-2,0.1,82*,·,·,0.48,92*
O=C(Nc1ccccc1)OC1C2CCC1C(N1CCCCC1)CC2 (stereo unspecified),-19,0.9,5,0.8,13,-43,-45,0.09,18
COc1ccc(NCc2nnc(SCC(=O)c3ccc(OC)cc3)n2C)cc1,-9,0.9,8,0.8,12,6,-18,0.79,19
CNc1cc([N+](=O)[O-])ccc1N/C=C/C(=O)c1cccs1,-13,·,4,·,·,14,-25,-0.42,·
O=S1(=O)C=C(Oc2ccc(F)cc2)c2ccccc21,-16,0.7,4,0.2,29,-6,-15,-1.3,81*
C=CCc1cccc2cc(C(=O)N(C)C)c(=O)oc12,8,3*,0,0.8,-204,-7,-10,-0.34,18
CCCN(CCC)S(=O)(=O)c1cccc(C(=O)Nc2ccc3c(c2)OCO3)c1,4,0.4,5,0.6,63*,-10,-4,·,43
O=S(=O)(NC1CCCCC1)c1ccc(Br)cc1,·,0.7,2,0.2,26,·,·,0.14,80*
CCOC(=O)N1CCN(C(=O)c2ccccc2CCc2ccccc2)CC1,66,0.1,6,0.2,87*,7,-6,0.74,77*
Cc1ccc(OCC(=O)Nc2sc3c(c2C#N)CCC3)cc1,25,0.8,·,1.1,25,5,-14,-0.27,-13
CCC(=O)Oc1c(S(=O)(=O)c2ccc(C)cc2)c(C)nn1C(C)(C)C,-9,0.5,3,0.3,52*,21,-3,0.64,69*
Cc1nc2ccc3nc(NC(=O)c4ccc(S(=O)(=O)N5CCOCC5)cc4)sc3c2s1,6,0.8,·,0.9,17,-1,3,0.68,9
O=C(C1=C(O)C(=O)N(c2ncccn2)C1c1ccc(Cl)cc1)c1ccco1 (stereo unspecified),-16,0.9,2,1,10,1,8,0.051,2
O=C(Nc1cccc(-c2nc3ncccc3o2)c1)c1sc2cc(Cl)ccc2c1Cl,-42,1,·,1.1,3,2,-7,0.01,-8
COc1ccc(-c2ccc(=O)n(CC(=O)Nc3ccc(C(=O)NC4CC4)cc3)n2)cc1OC,-20,0.7,3,0.8,28,-6,-5,-0.69,16
CCOc1ccccc1NC(=O)c1ccc(S(=O)(=O)N2CCOCC2)cc1,-5,1.3,4,1,-27,3,-13,0.55,4
Cn1cnc2cc(NS(=O)(=O)c3ccc(Br)cc3)ccc21,-1,0.3,4,0.1,69*,-34,·,-0.81,93*
Cc1ccc2cc(CN(C(=O)c3ccco3)c3ccccc3)c(=O)[nH]c2c1,-24,0.8,6,0.8,22,14,-18,0.3,17
CCOc1ccc(-c2cc(CCCC(=O)NCc3cccnc3)no2)cc1,·,0.7,11,0.8,33,·,·,0.45,16
CCn1c(=S)sc2c(=O)[nH]c(C)nc21,-47,1.5,5,0.8,-47,-32,-4,-9*,20
COCCCN1C(=O)C(=O)/C(=C(/O)c2ccc(OCC(C)C)cc2C)C1c1cccnc1 (stereo unspecified),-70,1,3,1,-3,-2,1,-0.36,0

# Quoted at random: 2 entries already listed
SMILES,IL1B cytotox,CYP2C9 act,Candida biofilm,CYP2C19 act,CYP2C9 inh,VCAM1 TNFa inh,HUVEC tox TNFa,hDAT+cocaine,CYP2C19 inh
O=S(=O)(NC1CCCCC1)c1ccc(Br)cc1,·,0.7,2,0.2,26,·,·,0.14,80*
O=C(NCCN1CCOCC1)C1CCN(c2ncnc3c2sc2cccc(F)c23)CC1,-11,0.8,·,0.9,22,20,-22,0.63,11

# More entries:
SMILES,IL1B cytotox,CYP2C9 act,Candida biofilm,CYP2C19 act,CYP2C9 inh,VCAM1 TNFa inh,HUVEC tox TNFa,hDAT+cocaine,CYP2C19 inh
N#Cc1cc2c(nc1SCC(=O)NCc1ccc3c(c1)OCO3)CCCCC2,-32,1,6,0.8,3,5,-10,0.039,20
COc1ccccc1-n1c(C)nnc1SCC(=O)Nc1cccc(C(C)=O)c1,80*,0.7,-1,0.7,31,22,3,1.3,25
CCC(C)(C)NC(=O)CN(Cc1cccs1)C(=O)C(=O)Nc1ccc2c(c1)OCCO2,3,0.3,·,0.5,72*,13,-10,-0.058,46
N#Cc1nc(-c2ccccc2F)oc1NCc1cccc2c1OCO2,-9,0.1,6,0.9,86*,21,-13,-0.3,11
Cc1ccc(C(C(=O)NC2CCCC2)N(C(=O)Cc2cccs2)c2ccc(C)c(C)c2)o1 (stereo unspecified),2,1,·,0.9,-5,1,13,0.028,10
Cc1c(Nc2cc(=O)oc3ccccc23)c(=O)n(-c2ccccc2)n1C,·,1,8,1.2,-5,0,6,-0.22,-15
Cc1ccc(Nc2cc(C)nc3nnnn23)cc1,12,0.8,8,0.9,19,-3,-11,-1,10
COc1ccc(Cl)cc1Nc1nc(C)cc(C)c1C(N)=O,29,·,8,·,·,7,-8,0.55,·
